From PubChem BioAssay
PI5P4K alpha inh = qHTS for Inhibitors of phosphatidylinositol 5-phosphate 4-kinase (PI5P4K); AID 652105, 2013; PI5P4Kalpha enzyme, ADP-Glo luminescence, 60 min; stronger effect = lower value; Phosphatidylinositol 5-phosphate 4-kinase type-2 alpha (Homo sapiens), P48426; 1.2% of 330,000 active; max response, %; active means max response of -50% or lower; inconclusive means between -30% and -50%; inactive means -30% or higher; further: value at the top dose of about 77 µM; on the % scale 0 is the no-effect control and ±100 the full control effect
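PI5P4Kalpha ADP-Glo assay; 5 microM ATP final; 60 min RT reaction; HEPES pH 7.4/EGTA/CHAPS, 5% DMSO; controls lacking substrate or enzyme; luminescent end-point.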
EPAC1 ag = qHTS for Agonist of cAMP-regulated guanine nucleotide exchange factor 3 (EPAC1): primary screen; Rap guanine nucleotide exchange factor 3 (Homo sapiens), O95398; EPAC1 agonist qHTS, biochemical assay; response scale: 100% = response to 6.5 mM cAMP; Potency, µM (doses to about 154 µM), for inactives: at the highest dose activation, usual class: activators; 0.073% of 360,000 active; further: potency means the concentration at half of the fitted maximal effect; nearly all actives have a fitted effect of over 60% in size
Target sequence (O95398 whole entry, looked up): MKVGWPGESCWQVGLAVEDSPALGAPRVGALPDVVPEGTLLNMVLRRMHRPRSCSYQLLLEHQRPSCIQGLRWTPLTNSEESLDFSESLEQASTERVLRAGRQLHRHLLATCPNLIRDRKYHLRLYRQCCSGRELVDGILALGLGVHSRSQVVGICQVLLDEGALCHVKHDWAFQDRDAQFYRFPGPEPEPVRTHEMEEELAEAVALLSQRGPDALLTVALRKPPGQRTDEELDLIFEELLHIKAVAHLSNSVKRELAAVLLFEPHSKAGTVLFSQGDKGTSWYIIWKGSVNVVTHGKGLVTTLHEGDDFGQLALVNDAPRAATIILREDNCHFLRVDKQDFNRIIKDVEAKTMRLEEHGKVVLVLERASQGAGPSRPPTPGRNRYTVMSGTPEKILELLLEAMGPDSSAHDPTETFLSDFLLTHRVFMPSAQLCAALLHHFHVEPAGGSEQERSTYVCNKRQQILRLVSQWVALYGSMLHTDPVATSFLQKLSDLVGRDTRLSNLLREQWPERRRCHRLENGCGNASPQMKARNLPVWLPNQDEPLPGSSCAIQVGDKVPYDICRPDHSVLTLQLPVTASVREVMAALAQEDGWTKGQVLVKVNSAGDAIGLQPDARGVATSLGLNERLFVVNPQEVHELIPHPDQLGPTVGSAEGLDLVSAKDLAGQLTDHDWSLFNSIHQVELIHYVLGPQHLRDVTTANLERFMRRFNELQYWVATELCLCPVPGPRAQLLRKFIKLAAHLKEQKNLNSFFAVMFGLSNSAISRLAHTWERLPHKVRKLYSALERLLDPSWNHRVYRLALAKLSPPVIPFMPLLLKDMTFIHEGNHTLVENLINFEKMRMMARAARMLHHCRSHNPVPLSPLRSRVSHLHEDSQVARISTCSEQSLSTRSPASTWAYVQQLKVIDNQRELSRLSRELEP
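Fluorescent GDP-exchange assay: 100 nM EPAC1 with 250 nM Rap1B preloaded with BODIPY-GDP and 50 uM GDP; compounds tested as concentration series, 5 min at room temperature, then read every 5 min for 30 min (ex 480/em 540 nm); normalized to 6.5 mM cAMP.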
CCT chaperon mod = High-Throughput Screening for Modulators of Cytosolic Chaperonin Activity. purified chaperonin ATPase assay, HTRF ADP detection, 30 min. activity change, % (test concentration not listed), hits read low. 0.3% of 360,000 active; in the data active means activity change below about -30%; further: on the % scale 0 is the no-effect control and ±100 the full control effect
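We incubate TRiC, 40 or 20 nM final, with library compounds at 76 uM and 10 uM ATP for 30 min at 37 °C. ADP formed is detected with Transcreener HTRF reagents after 30 min at room temperature.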
EPAC2 ag = qHTS for Agonist of cAMP-regulated guanine nucleotide exchange factor 4 (EPAC2): primary screen. EPAC2 activation, biochemical qHTS; response scale: 100% = 6.5 mM cAMP response. Potency, µM (doses to about 154 µM), for inactives: at the highest dose activation, actives largely listed as activators. 0.079% of 360,000 active. AID 720711, 2013; further: potency means the concentration at half of the fitted maximal effect; nearly all actives have a fitted effect of over 50% in size
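Exchange assay: 100 nM EPAC2 with 250 nM Rap1B-BODIPY-GDP and 50 uM GDP. Fluorescence (ex 480/em 540 nm) read every 5 min for 30 min at room temperature. Data normalized to 6.5 mM cAMP as agonist control.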
WRN inhibitor = qHTS for Inhibitors of WRN Helicase | Bifunctional 3'-5' exonuclease/ATP-dependent helicase WRN (Homo sapiens), Q14191 | 0.46% of 360,000 active | WRN helicase unwinding, fluorescent forked duplex, kinetic | Potency, µM (series often up to 114 µM), inactives show top-dose activity change, negative = inhibition, actives largely listed as inhibitors; further: potency means the concentration at half of the fitted maximal effect; on the % scale 0 is the no-effect control and ±100 the full control effect; nearly all actives have a fitted effect of over 55% in size
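Screening of the MLSMR collection measured strand separation of a quenched forked DNA duplex (100 nM) by 20 nM WRN with 2 mM ATP, all final. Compounds were preincubated with enzyme 15 min at room temperature.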
PLK1 PBD block = qHTS for Inhibitors of PLK1-PDB (polo-like kinase 1 - polo-box domain): Primary Screen | Serine/threonine-protein kinase PLK1 (Homo sapiens), P53350 | Plk1 PBD binding of FITC phosphopeptide, fluorescence polarization | Potency, µM, without a hit: max response, negative = inhibition, most hits filed as inhibitors | 2.8% of 360,000 active | AID 720504, 2013; further: potency means the concentration at half of the fitted maximal effect; series mostly up to about 57 µM; on the % scale 0 is the no-effect control and ±100 the full control effect; nearly all actives have a fitted effect of over 65% in size
IL-2 act = qHTS of IL-2 Activators; 0.065% of 360,000 active; IL-2 activation reporter assay, cell-based qHTS; stimulated with anti-CD3/CD4/CD28 beads; in transgenic mouse T cells; activation, % (series mostly up to about 46 µM); in the data active means activation above about 50%; inconclusive means mostly about 30% to 49%; further: 0% is about no effect
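Readout: EGFP and DsRed signals by fluorescent plate cytometry. Unstimulated transgenic mouse T cells received compound 60 min before antibody-bead stimulation, then incubated 18 h at 37 degrees C.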
EPAC1 antag = qHTS for Antagonist of cAMP-regulated guanine nucleotide exchange factor 3 (EPAC1): primary screen. Rap guanine nucleotide exchange factor 3 (Homo sapiens), O95398. Potency, µM (top dose mostly 115 µM), for the others: at the highest dose activity change, negative = inhibition, most hits filed as inhibitors. 0.14% of 360,000 active. AID 720709, 2013. EPAC1 GEF assay, Rap1b-BODIPY-GDP exchange fluorescence;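 further: potency means the concentration at half of the fitted maximal effect; plate controls were vehicle for no effect and positive control for full effect; nearly all actives have a fitted effect of over 50% in size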
An asterisk follows results filed as active; ? = inconclusive; · = not tested or not shown; [ ] = dose if it differs, or a comment. Unless noted, the call rests on the fitted dose curve; in most records, active means well fitted curve in the direction sought with a large enough effect; inconclusive means small, poorly fitted or top-dose-only effect, or another doubt; inactive means no such curve, though single readings can be large; an effect the other way counts as inactive or inconclusive. A portion of the library; rates above refer to the full screens.

SMILES	PI5P4K alpha inh	EPAC1 ag	CCT chaperon mod	EPAC2 ag	WRN inhibitor	PLK1 PBD block	IL-2 act	EPAC1 antag
O=C(c1cccc(Cl)c1)C1CCCN(Cc2cccc3cnccc23)C1 (stereo not drawn)	-4.6	-2.4%	-1.7	21.4%	2.2%	?	-2.7	-9.4%
O=C(c1ccc2c(c1)OCO2)C1CCCN(Cc2ccccn2)C1 (stereo not drawn)	-4.9	3.7%	1.9	3.6%	6.4%	5.8%	-0.1	-3.7%
COc1ccc(-n2c(=O)[nH]c3ccccc3c2=O)cc1	-0.3	8.3%	-1.8	5.6%	-2.5%	0.5%	-2.5	-8.3%
CC(C)C[C@H]1C(=O)N2CCCC2[C@]2(O)O[C@](NC(=O)[C@@H]3C=C4c5cccc6[nH]cc(c56)CC4N(C)C3)(C(C)C)C(=O)N12 (stereo partly drawn)	?	-27.6%	-1.2	0.0%	-1.2%	-28.6%	0.7	-4.6%
O=[N+]([O-])c1ccc2nc(N3CCNCC3)ccc2c1	-9.4	-20.5%	-0.7	6.8%	0.4%	-11.2%	0.4	7.1%
Cc1ccc(OC(=O)N(C)C[C@H]2OCc3cnnn3CCCC(=O)N([C@@H](C)CO)C[C@H]2C)cc1	1.1	-8.7%	-1.8	10.6%	-5.2%	-20.7%	-1.9	0.6%
COc1cccc(C(c2nnnn2C(C)(C)C)N2CCC3(CC2)C(=O)NCN3c2ccccc2)c1OC (stereo not drawn)	-3.2	4.5%	1.3	3.9%	-0.2%	1.6%	-0.1	-4.4%
CCN[C@@H](C)Cc1cccc(C(F)(F)F)c1	-0.7	-21.4%	-3.4	5.3%	7.5%	-4.0%	-0.3	9.6%
CC(=O)O[C@H]1CCC2C3CC[C@H]4[C@@H](O)[C@H](O)CC[C@]4(C)C3CC[C@@]21C (stereo partly drawn)	6.0	-7.2%	0.4	1.5%	-3.6%	-0.8%	-0.4	21.5%
O=C1NC(=O)N(c2ccc3c(c2)OCO3)C(=O)/C1=C\c1ccc(N2CCCCC2)o1	-4.5	6.0%	-1.3	16.8%	-15.3%	78.7%[activator]	10.4	-5.0%
CN1Cc2ccccc2-n2nncc2C1	-1.5	-1.3%	1.3	14.0%	8.1%	-13.1%	-0.2	-1.3%
O=C(CCN1CC1)OCCOC(=O)CCN1CC1	-2.5	8.7%	3.1	2.4%	-6.4%	1.1%	-0.9	-3.1%
CCc1ccc(-n2c(O)c(/C=N/NC(=O)c3ccncc3)c(=O)[nH]c2=O)cc1	-28.0	6.8%	-0.2	1.4%	-20.5%	-3.8%	0.7	-20.5%
O=c1[nH]c(=O)n(Cc2ccc(F)cc2)c(O)c1C=NCCCN1CCOCC1	·	0.4%	3.0	6.2%	18.0%	-2.3%	-1.7	9.6%
CCOC(=O)C1(CCOc2ccccc2)CCN(Cc2ccc(C)s2)CC1	-4.7	0.7%	-2.7	6.8%	-0.7%	-9.0%	-3.3	1.7%
CCOC(=O)c1cncn1[C@@H](C)c1ccccc1	1.6	-5.7%	0.2	-3.0%	5.7%	-2.4%	0.1	9.0%
Cc1csc(NC(=O)C(Cl)c2ccccc2)n1 (stereo not drawn) (tested in a mixture with another compound)	-3.7	15.6%	-0.5	8.9%	5.3%	-10.5%	1.2	-2.0%
Cc1ccc(-c2nn(Cc3ccccc3)cc2C=O)cc1C	-7.4	2.6%	-1.8	-3.2%	5.5%	1.6%	1.1	8.2%
Clc1ccccc1NC1=NCCCS1	-4.1	-8.7%	-0.6	-1.2%	3.9%	-5.7%	-0.1	-4.4%
CC(=NCc1cccnc1)c1c(O)n(-c2ccc(C)cc2)c(=O)[nH]c1=O	·	2.6%	-0.4	-3.6%	2.4%	3.5%	-2.5	11.6%
O=c1[nH]c(O)c(N=Nc2ccc(SC(F)F)cc2)c(=O)[nH]1	-27.2	-10.0%	-2.6	9.9%	-13.1%	-21.8%	-1.1	-23.8%
Cc1ccc(Cn2cc(C=O)c(-c3ccc(C)cc3)n2)cc1	11.9	7.2%	-0.9	10.7%	-5.3%	3.4%	-0.7	-14.1%
O=C(CSc1ccccn1)Nc1cccc2ccccc12	3.6	5.3%	-10.8	-7.1%	-8.0%	21.2µM*	1.0	4.5%
O=P(NS(=O)(=O)c1ccc(Br)cc1)(Oc1ccccc1)Oc1ccccc1	·	4.5%	-2.4	4.7%	-16.2%	-14.7%	0.0	-0.7%

13 successive compounds out of the list so far:
SMILES	PI5P4K alpha inh	EPAC1 ag	CCT chaperon mod	EPAC2 ag	WRN inhibitor	PLK1 PBD block	IL-2 act	EPAC1 antag
O=C(CCN1CC1)OCCOC(=O)CCN1CC1	-2.5	8.7%	3.1	2.4%	-6.4%	1.1%	-0.9	-3.1%
CCc1ccc(-n2c(O)c(/C=N/NC(=O)c3ccncc3)c(=O)[nH]c2=O)cc1	-28.0	6.8%	-0.2	1.4%	-20.5%	-3.8%	0.7	-20.5%
O=c1[nH]c(=O)n(Cc2ccc(F)cc2)c(O)c1C=NCCCN1CCOCC1	·	0.4%	3.0	6.2%	18.0%	-2.3%	-1.7	9.6%
CCOC(=O)C1(CCOc2ccccc2)CCN(Cc2ccc(C)s2)CC1	-4.7	0.7%	-2.7	6.8%	-0.7%	-9.0%	-3.3	1.7%
CCOC(=O)c1cncn1[C@@H](C)c1ccccc1	1.6	-5.7%	0.2	-3.0%	5.7%	-2.4%	0.1	9.0%
Cc1csc(NC(=O)C(Cl)c2ccccc2)n1 (stereo not drawn) (tested in a mixture with another compound)	-3.7	15.6%	-0.5	8.9%	5.3%	-10.5%	1.2	-2.0%
Cc1ccc(-c2nn(Cc3ccccc3)cc2C=O)cc1C	-7.4	2.6%	-1.8	-3.2%	5.5%	1.6%	1.1	8.2%
Clc1ccccc1NC1=NCCCS1	-4.1	-8.7%	-0.6	-1.2%	3.9%	-5.7%	-0.1	-4.4%
CC(=NCc1cccnc1)c1c(O)n(-c2ccc(C)cc2)c(=O)[nH]c1=O	·	2.6%	-0.4	-3.6%	2.4%	3.5%	-2.5	11.6%
O=c1[nH]c(O)c(N=Nc2ccc(SC(F)F)cc2)c(=O)[nH]1	-27.2	-10.0%	-2.6	9.9%	-13.1%	-21.8%	-1.1	-23.8%
Cc1ccc(Cn2cc(C=O)c(-c3ccc(C)cc3)n2)cc1	11.9	7.2%	-0.9	10.7%	-5.3%	3.4%	-0.7	-14.1%
O=C(CSc1ccccn1)Nc1cccc2ccccc12	3.6	5.3%	-10.8	-7.1%	-8.0%	21.2µM*	1.0	4.5%
O=P(NS(=O)(=O)c1ccc(Br)cc1)(Oc1ccccc1)Oc1ccccc1	·	4.5%	-2.4	4.7%	-16.2%	-14.7%	0.0	-0.7%

Back to the main list, starting two compounds before the break.
SMILES	PI5P4K alpha inh	EPAC1 ag	CCT chaperon mod	EPAC2 ag	WRN inhibitor	PLK1 PBD block	IL-2 act	EPAC1 antag
O=C(CSc1ccccn1)Nc1cccc2ccccc12	3.6	5.3%	-10.8	-7.1%	-8.0%	21.2µM*	1.0	4.5%
O=P(NS(=O)(=O)c1ccc(Br)cc1)(Oc1ccccc1)Oc1ccccc1	·	4.5%	-2.4	4.7%	-16.2%	-14.7%	0.0	-0.7%
CC(C)N(Cc1ccccc1)C(=O)CCS(=O)(=O)c1ccc2c(c1)oc(=O)n2C	3.1	8.0%	-3.0	1.6%	-0.3%	16.8µM*	-2.5	18.9%
O=C1NC(=S)NC(=O)C1Cc1ccccc1	?	11.3%	-5.8	-2.3%	-3.9%	?	-4.5	-0.4%
N[C@@H](Cc1cc(I)c(O)c(I)c1)C(=O)O	-98.0*	-18.1%	0.4	-4.5%	?	-14.3%	0.3	-12.6%
C[C@]12CCC(=O)C[C@H]1CC[C@@H]1[C@@H]2CC[C@]2(C)C(=O)CC[C@@H]12	3.2	-14.0%	-1.2	8.1%	8.2%	-7.0%	-0.1	-18.5%
